EBI2 block = EBI2 (human) antagonism. 360,000 compounds, 0.81% hits. EBI2 beta-arrestin recruitment, luminescence, 7a,25-OHC stimulated. inhibition, % at 5 µM. P32249. AID 651636; in the data active means inhibition above about 38%;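 further: enzyme fragment complementation signal reports receptor beta-arrestin coupling in cells; 0% = agonist plus DMSO wells and 100% = wells without agonist; some results beyond the cut were filed as inactive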
Target sequence (P32249 whole entry, looked up, the tested form may be a part): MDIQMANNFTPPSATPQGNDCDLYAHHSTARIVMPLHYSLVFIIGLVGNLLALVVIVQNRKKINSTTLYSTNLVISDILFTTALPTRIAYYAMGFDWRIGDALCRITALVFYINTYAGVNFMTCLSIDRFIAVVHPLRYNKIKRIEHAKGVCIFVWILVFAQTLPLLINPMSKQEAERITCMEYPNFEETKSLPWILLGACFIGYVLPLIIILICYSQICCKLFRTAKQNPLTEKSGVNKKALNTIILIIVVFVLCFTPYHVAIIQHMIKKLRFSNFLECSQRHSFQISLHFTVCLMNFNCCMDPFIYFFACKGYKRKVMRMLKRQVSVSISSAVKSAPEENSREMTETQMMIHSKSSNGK
697 NFkB inh = inhibitors of the PMA/ionomycin-induced NF-kB reporter in 697 B cells; inhibition, % at 4 µM; 697 B-cell NF-kB luciferase reporter, 16 h; 330,000 compounds, 0.33% hits; AID 435022; in the data active means inhibition above about 35%
UPR CHOP act = apoptotic UPR (CHOP) activation; CHO-CHOP luciferase reporter, luminescence; percent of tunicamycin response over DMSO baseline; activation, % at 10 µM; 330,000 compounds, 0.34% hits;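 active means at 10 µM dose, activation of 40% or more, normalized to positive control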;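 further: 100% = tunicamycin at 10 µg/mL and 0% = DMSO alone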
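Material: CHO-CHOP cells, stable luciferase reporter of PERK-eIF2a-CHOP signalling; quantity: 500 reporter cells seeded per well; buffer or medium: F12 medium containing 10% fetal bovine serum; compound: one dose, 10 µM in 0.5% DMSO; incubation: 6 h compound treatment, 37 °C; measured by: Steady-Glo luciferase luminescence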
Mdm2-MdmX inh = human Mdm2/MdmX binding inhibition | SaOS-2 split-luciferase Mdm2/MdmX complementation, luminescence | inhibition, % at 8 µM | 330,000 compounds, 3% hits;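 active means inhibition of at least 50% at 8 µM in the primary screen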
CXCR6 inh = CXCR6 (human) receptor inhibition | AID 602244 | 360,000 compounds, 0.36% hits | O00574 | inhibition, % at 20 µM | CHO-K1 PathHunter CXCR6 beta-arrestin, luminescence; in the data active means inhibition above about 34%, passing the limit was not always enough;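 further: antagonist mode with CXCL16 agonist at 10 nM final; 0% = 10 nM CXCL16 with DMSO and 100% = unstimulated wells without agonist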
Target sequence (O00574 whole entry, looked up): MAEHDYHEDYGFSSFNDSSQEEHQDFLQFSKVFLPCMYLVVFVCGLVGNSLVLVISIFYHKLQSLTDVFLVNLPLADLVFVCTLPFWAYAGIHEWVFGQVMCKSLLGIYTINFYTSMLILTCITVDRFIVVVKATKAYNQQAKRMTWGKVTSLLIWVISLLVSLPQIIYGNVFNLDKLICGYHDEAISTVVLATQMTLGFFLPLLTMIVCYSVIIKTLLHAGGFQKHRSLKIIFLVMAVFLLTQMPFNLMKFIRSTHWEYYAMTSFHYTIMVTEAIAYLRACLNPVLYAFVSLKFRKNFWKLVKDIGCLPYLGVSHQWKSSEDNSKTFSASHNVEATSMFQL
Jurkat NFkB inh = lowers PMA/ionomycin-induced NF-kB signal in Jurkat cells; PMA/ionomycin-induced NF-kB luciferase reporter, luminescence; inhibition, % at 4 µM; 330,000 compounds, 0.53% hits; in the data active means inhibition above about 50%
CCR6 antagonist = blocks CCL20-driven beta-arrestin recruitment at human CCR6; P51684; CHO-K1 CCR6 PathHunter beta-arrestin, luminescence, CCL20-stimulated; inhibition, % at 20 µM; 340,000 compounds, 0.49% hits;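 active means compounds whose inhibition of the agonist-driven luminescence signal at 20 µM reaches about 50%, limit read from the data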;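 further: cells stimulated with CCL20 at 14 nM final; plate controls were DMSO with CCL20 for no effect and DMSO without agonist for full effect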
Target sequence (P51684 whole entry, looked up): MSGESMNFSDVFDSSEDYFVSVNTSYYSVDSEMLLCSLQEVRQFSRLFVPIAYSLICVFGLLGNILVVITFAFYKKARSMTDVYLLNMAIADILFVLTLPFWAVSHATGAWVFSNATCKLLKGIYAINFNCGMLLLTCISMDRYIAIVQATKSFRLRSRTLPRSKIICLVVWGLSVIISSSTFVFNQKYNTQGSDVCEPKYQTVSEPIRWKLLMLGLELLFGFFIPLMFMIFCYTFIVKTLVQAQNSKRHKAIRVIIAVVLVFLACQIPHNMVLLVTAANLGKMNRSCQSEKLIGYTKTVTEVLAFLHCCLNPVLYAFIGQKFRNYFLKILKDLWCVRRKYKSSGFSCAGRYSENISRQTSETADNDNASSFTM
Gli-Sufu antag = blocks Gli-Sufu signaling in a luciferase reporter | AID 588413 | Sufu-KO-LIGHT fibroblasts, Gli luciferase reporter luminescence | inhibition, % at 5 µM | 340,000 compounds, 0.74% hits;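 active means inhibition above about 55%, limit read from the data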;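 further: 0% = DMSO-treated cells and 100% = wells with medium but no cells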
UPR XBP1 act = adaptive UPR (XBP1) activation | 330,000 compounds, 0.33% hits | CHO-XBP1 luciferase reporter, IRE1-XBP1 UPR activation, luminescence; percent of tunicamycin response, DMSO as zero | activation, % at 20 µM;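 active means versus positive control, 20 µM dose yields 30% or more activation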;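 further: 100% = tunicamycin at 10 µg/mL and 0% = DMSO only wells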
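Material: CHO-XBP1 cells stably carrying IRE1-XBP1-driven luciferase reporter / Amount: 1000 cells per well / Compound: 20 µM, 1% DMSO / Times: 6 h treatment, 37 °C / Detection: luciferase luminescence / Measure: % activation of reporter signal versus tunicamycin and DMSO controls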
Numbers without * were called inactive; . = no result given.

item | SMILES | EBI2 block | 697 NFkB inh | UPR CHOP act | Mdm2-MdmX inh | CXCR6 inh | Jurkat NFkB inh | CCR6 antagonist | Gli-Sufu antag | UPR XBP1 act
1 | CCc1ccc(C(=O)NC2CCCCC2)s1 | -2 | -72 | 3.6 | -52 | -4 | -86 | 1 | -69 | 7
2 | C=C(CCO)C1=CCN(S(=O)(=O)C(C)(C)C)[C@@H]1CCO | -12 | . | . | . | -4 | . | 6 | -5 | .
3 | COc1cc(C(=O)OC2CCN(C)CC2)cc(OC)c1OC | 1 | -1 | -0.4 | -8 | 1 | 2 | 6 | 2 | -1
4 | O=C(O)Cc1csc(-c2ccc(F)cc2)n1 | -11 | 12 | -0.5 | 31 | -3 | 3 | -10 | 7 | -3
5 | COc1ccc(NC(=O)CCNC(=O)Cn2cnc3ccccc3c2=O)cc1OC | 4 | 7 | 1.5 | 24 | -2 | -9 | -3 | 8 | -1
6 | Oc1ccccc1N1CCN(c2ccc3ccccc3n2)CC1 | 12 | -189 | 7.0 | -182 | 4 | -137 | -14 | 4 | 2
7 | CN(C(=O)CSc1nncn1-c1ccccc1)c1ccccc1 | -4 | 7 | 0.4 | -4 | 4 | -2 | 12 | 10 | 2
8 | COC(=O)c1c(CSc2ccc(Cl)cc2)noc1C(=O)NCc1ccco1 | -2 | 5 | -0.5 | 11 | 4 | 5 | 6 | -3 | -1
9 | c1cncc(-c2noc(-c3ccco3)n2)c1 | -7 | -15 | 0.2 | -25 | 8 | -35 | -7 | 7 | -1
10 | COC(=O)c1c(C)oc(C)c1S(=O)(=O)NCC1CC1 | -9 | -5 | 0.5 | 3 | 5 | 0 | 3 | 4 | 0
11 | Cc1ccc(C)c(N2N=C(C(=O)N(CC(C)C)c3c(N)n(Cc4ccccc4)c(=O)[nH]c3=O)CCC2=O)c1 | -5 | -2 | 0.1 | 14 | 8 | -11 | 9 | 1 | -7
12 | CCCOC(=O)c1ccc(S(N)(=O)=O)o1 | -7 | 14 | 1.2 | 17 | 3 | -1 | -6 | -7 | -3
13 | Cc1cc(C)c(C(=O)c2cccs2)c(C)c1 | 9 | . | . | . | 4 | . | 8 | -12 | .
14 | COCCn1c(SCc2nnc(-c3ccc(OC)c(OC)c3)o2)nnc1-c1ccncc1 | -7 | -7 | 1.3 | 17 | 3 | 6 | 7 | -37 | 0
15 | O=C(Nc1nncs1)C12CC3CC(CC(Cl)(C3)C1)C2 | -7 | . | . | . | 14 | . | 15 | 9 | .

Profiles as entered above. Order of values: EBI2 block | 697 NFkB inh | UPR CHOP act | Mdm2-MdmX inh | CXCR6 inh | Jurkat NFkB inh | CCR6 antagonist | Gli-Sufu antag | UPR XBP1 act
O=C(Nc1nncs1)C12CC3CC(CC(Cl)(C3)C1)C2 is listed with -7 | . | . | . | 14 | . | 15 | 9 | .
COCCn1c(SCc2nnc(-c3ccc(OC)c(OC)c3)o2)nnc1-c1ccncc1 is listed with -7 | -7 | 1.3 | 17 | 3 | 6 | 7 | -37 | 0
COc1ccc(NC(=O)CCNC(=O)Cn2cnc3ccccc3c2=O)cc1OC is listed with 4 | 7 | 1.5 | 24 | -2 | -9 | -3 | 8 | -1
c1cncc(-c2noc(-c3ccco3)n2)c1 is listed with -7 | -15 | 0.2 | -25 | 8 | -35 | -7 | 7 | -1
Oc1ccccc1N1CCN(c2ccc3ccccc3n2)CC1 is listed with 12 | -189 | 7.0 | -182 | 4 | -137 | -14 | 4 | 2

Further compounds.
item | SMILES | EBI2 block | 697 NFkB inh | UPR CHOP act | Mdm2-MdmX inh | CXCR6 inh | Jurkat NFkB inh | CCR6 antagonist | Gli-Sufu antag | UPR XBP1 act
16 | CC1CCCCC1NC(=O)C1CCN(c2c3c(nc4ncnn24)CCC3)CC1 (configuration not stated) | 3 | -30 | 0.5 | -10 | 6 | 5 | 6 | 13 | -7
17 | CCOc1cc(CN2CCN(c3cccc(C(F)(F)F)c3)CC2)ccc1OC | -4 | 8 | -2.9 | -9 | 2 | 17 | 14 | 4 | -3
18 | O=C(c1ccc(NC(=O)C2(c3ccccc3)CCCC2)cc1)N1CCOCC1 | -6 | 21 | 0.3 | 12 | -11 | -2 | 8 | 4 | -3
19 | OC(COc1cccc(OCC(O)CN2CCCC2)c1)CN1CCCC1 (configuration not stated) | -8 | 8 | 0.6 | -2 | -1 | -33 | -4 | -1 | -5
20 | CC(C)CC(N=C1NC(C)(C)Cc2ccccc21)C(=O)O (configuration not stated) | -5 | 17 | 1.6 | -8 | 13 | 9 | 0 | 0 | -1
21 | CCOc1ccc(S(=O)(=O)N2CCC(C(=O)N3CCN(c4ccccc4F)CC3)CC2)cc1C | 16 | -14 | 1.7 | 38 | 0 | 37 | 21 | 14 | -3
22 | Cc1ccc(NC(=S)NCCN2CCOCC2)cc1 | 5 | 7 | -2.0 | 11 | -2 | -12 | -7 | -11 | -1
23 | Cc1ccc(-c2ccc(/C=C/C(=O)c3ccccc3)o2)cc1 | 22 | -39 | 193* | 45 | 24 | -5 | 16 | -23 | 0
24 | CCOC(=O)/C(=N\NC(=O)c1ccccc1)c1ccccc1 | -29 | -18 | -2.8 | 8 | -2 | -2 | 13 | 0 | -2
25 | O=C(COCC(=O)N/N=C/c1ccccc1F)N/N=C/c1ccccc1F | 15 | 11 | 3.2 | 26 | -8 | -9 | -6 | -2 | 2
26 | CC(C)N(CCc1ccncc1)C(=O)Nc1ccc(F)cc1 | 2 | 11 | 1.2 | 3 | -7 | 17 | -23 | 7 | 1
27 | O=C(NC1CCCCC1)c1cccnc1Sc1ccccc1Cl | 3 | 2 | 1.2 | 16 | 6 | 13 | 1 | 19 | -2
28 | Cn1c(Cn2c(=O)sc3ccccc32)nnc1SCc1cccc(F)c1 | 4 | -22 | -0.4 | -23 | 2 | -9 | -4 | 0 | 0
29 | Cc1ccc(C(=O)NCCNC(=O)COc2ccccc2Cl)cn1 | 5 | 14 | 0.8 | -16 | -6 | 5 | 15 | -4 | -3
30 | O=C(Nc1ccc(C(=O)O)cc1)/C(=C\c1ccccc1)NC(=O)c1ccco1 | -4 | 15 | -0.4 | 19 | 0 | -6 | 6 | 22 | 3

Other entries follow:
Results follow in this order: EBI2 block | 697 NFkB inh | UPR CHOP act | Mdm2-MdmX inh | CXCR6 inh | Jurkat NFkB inh | CCR6 antagonist | Gli-Sufu antag | UPR XBP1 act
31. CCOC(=O)C1CCN(C(=O)c2ccc3c(c2)S(=O)(=O)c2ccccc2C3=O)CC1
    2 | 16 | 0.0 | -10 | -10 | 2 | -13 | 3 | 5
32. CCOC(=O)C1=c2/c(=C/c3ccncc3)c(N)c(C(=O)OC)n2C(=O)C(c2ccncc2)S1 (configuration not stated)
    23 | 14 | 0.1 | 19 | 9 | 5 | 4 | 11 | 1
33. CCN(c1ccccc1)S(=O)(=O)c1ccc(C(=O)NCc2ccccn2)cc1
    -3 | 7 | 1.8 | 2 | -8 | 4 | 7 | -10 | -3
34. CCNC(=S)NNC(=O)c1ccccc1Cl
    -6 | -4 | 5.0 | 17 | 1 | 7 | -8 | 0 | -1
35. COC(=O)c1ccc(NC(=O)C2CCCN2C(=O)OCc2ccccc2)cc1 (configuration not stated)
    18 | -13 | 0.6 | -7 | -1 | -3 | 6 | 5 | -2
36. COc1cc2c3nnc(-c4ccc(F)cc4)c-3cn(Cc3cccc(F)c3)c2cc1OC
    1 | 8 | 0.8 | 89* | -7 | 5 | 25 | 9 | -1
37. CCOC(=O)C1C(=O)CC(C)(O)C(C(=O)OCC)C1c1cccs1 (configuration not stated)
    -3 | 16 | -0.3 | 21 | 2 | 19 | 0 | 13 | 1
38. COc1ccc(/C=N/NC(=O)c2cccnc2)cc1CN1CCN(c2ccc(F)cc2)CC1
    3 | -5 | 1.4 | 2 | -4 | -11 | 13 | 5 | 0
39. CCOc1ccc2nc(SCC(=O)Nc3nonc3C)[nH]c2c1
    -6 | 22 | 0.7 | 0 | 2 | 14 | -4 | -3 | 0
40. Cc1ccc(C(=O)NC(C)c2ccccc2)cc1Br (configuration not stated)
    1 | -16 | 2.1 | -31 | 5 | 1 | 19 | -3 | -1
41. CC(C)c1ccc2oc(=O)cc(CN3CCN(Cc4ccccc4)CC3)c2c1
    7 | -9 | -1.5 | -32 | -1 | -5 | 11 | 4 | -3
42. Cn1c(Cn2c(=O)sc3ccccc32)nnc1SCC(=O)NCc1ccc2c(c1)OCO2
    -13 | 8 | -1.0 | 13 | -1 | 12 | -5 | -11 | 0
43. Fc1ccccc1CN1CCCCCCC1
    0 | 14 | 0.2 | 15 | -4 | 15 | -8 | 2 | -3
44. C=C[C@@H]1c2c(F)cccc2N(S(=O)(=O)c2ccc(C)cc2)[C@H](c2ccc(OC(C)=O)cc2)C1(C#N)C#N
    11 | 0 | -0.7 | 37 | 7 | 12 | 9 | -8 | -1
45. CC(CN1CCN(c2ccccc2)CC1)c1ccccc1 (configuration not stated)
    -13 | -2 | 1.2 | -24 | -10 | -5 | -6 | 1 | 1
46. CCC(C(=O)NC1CCCC1)N(C(=O)Cn1nnc(-c2ccc(C)cc2)n1)C1CCCC1 (configuration not stated)
    -3 | 12 | -1.3 | -2 | 0 | -4 | 3 | 5 | -5
47. COc1cc2c(cc1OC)C(C)N(CCN1C(=O)c3ccccc3C1=O)CC2 (configuration not stated)
    -7 | 7 | 1.5 | 11 | -6 | -17 | -10 | -2 | -1
48. COc1c(O)cc2c(c1O)C(=O)CC(c1ccccc1)O2 (configuration not stated)
    . | -21 | 4.2 | -47 | . | -29 | . | . | 4
49. O=C(N/C(=C/c1ccco1)C(=O)N1CCc2ccccc21)c1ccco1
    -2 | -8 | 0.4 | 32 | 2 | -10 | 0 | -2 | -4
50. CCOC(=O)c1c(C)[nH]c(C)c1C(=O)COC(=O)c1cccs1
    3 | 9 | 0.7 | 18 | 0 | -10 | 14 | 6 | -1
51. Cc1cccc(CCNC(=O)c2oc3c(C)c(C)ccc3c2C)n1
    -1 | -5 | -0.6 | 2 | -16 | 4 | -3 | -3 | -5
52. Clc1cc2cccnc2c2ncccc12
    -6 | 11 | -2.8 | 77* | 0 | 19 | 9 | 3 | 0
53. Cc1nc(C)c(Cc2ccccc2Cl)c(=O)[nH]1
    -11 | -6 | -0.5 | -12 | -5 | 11 | 5 | -5 | -1
54. CC1CC(C)CN(C(=O)c2ccc3c(c2)N(Cc2ccccc2)CCS3)C1 (configuration not stated)
    12 | 11 | -1.4 | 16 | 8 | 7 | 19 | 10 | 0
55. Cc1cccc(C)c1N(CC(=O)N(C)Cc1ccccc1)S(C)(=O)=O
    2 | -36 | 1.1 | 15 | -1 | -20 | 8 | 7 | -4

Two neighbouring records from above, for reference:
Results follow in this order: EBI2 block | 697 NFkB inh | UPR CHOP act | Mdm2-MdmX inh | CXCR6 inh | Jurkat NFkB inh | CCR6 antagonist | Gli-Sufu antag | UPR XBP1 act
51. Cc1cccc(CCNC(=O)c2oc3c(C)c(C)ccc3c2C)n1
    -1 | -5 | -0.6 | 2 | -16 | 4 | -3 | -3 | -5
52. Clc1cc2cccnc2c2ncccc12
    -6 | 11 | -2.8 | 77* | 0 | 19 | 9 | 3 | 0

Bioassay records deposited in PubChem BioAssay by Sanford-Burnham Center for Chemical Genomics.
